# Bioassay records from PubChem.
# AmpC inh no detg – blocks E. coli AmpC beta-lactamase in detergent-free assay. AmpC nitrocefin hydrolysis, absorbance 480 nm, 0.0001% Triton. Potency, µM (highest dose often 57.1 µM), for inactives: top-dose activity change, negative = inhibition, most hits filed as inhibitors. 330,000 compounds, 0.52% hits. AID 485341;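 note: potency is the fitted concentration of half-maximal effect; plate controls were no compound for no effect and no enzyme for full effect; nearly all actives have a fitted effect of over 20% in size; some results filed as inactive show a strong effect at the top dose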
# Target sequence (P00811 whole entry, looked up): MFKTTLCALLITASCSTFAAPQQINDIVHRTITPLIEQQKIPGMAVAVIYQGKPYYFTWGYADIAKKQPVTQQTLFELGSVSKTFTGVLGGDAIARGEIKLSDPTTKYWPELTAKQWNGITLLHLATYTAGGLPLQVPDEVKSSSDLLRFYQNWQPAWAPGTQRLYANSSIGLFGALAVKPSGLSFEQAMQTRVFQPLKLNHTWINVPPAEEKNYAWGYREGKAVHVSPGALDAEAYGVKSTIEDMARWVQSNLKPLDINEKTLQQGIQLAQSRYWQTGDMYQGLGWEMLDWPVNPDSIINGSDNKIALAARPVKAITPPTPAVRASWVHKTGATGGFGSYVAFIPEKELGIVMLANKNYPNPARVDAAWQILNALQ
#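 20 mM phosphate pH 7.0 + 0.01% (detergent screen) or 0.0001% Triton X-100; 5.3 nM AmpC reagent; cpd preinc 15 min RT; nitrocefin (800 uM stock) to start; A480 q20 s × 4 min; Activity was normalised to no-enzyme and no-compound control wells.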
# AMA1-RON2 inh – AMA1-RON2 (P. falciparum) interaction inhibition; AlphaScreen AMA1-biotinylated RON2 peptide binding; Potency, µM (highest dose often 58.2 µM), inactives show top-dose activity change, negative = inhibition, hits mostly inhibitors; 360,000 compounds, 0.2% hits;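 note: potency is the fitted concentration of half-maximal effect; 0% = vehicle wells and -100% = peptide control; nearly all actives have a fitted effect of over 45% in size; some results filed as inactive show a strong effect at the top dose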
#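 AMA1 (3D7) with his tag at 25 nM final met compounds first, then biotinylated RON2 peptide at 25 nM; detection used donor plus acceptor beads, 10 µg/mL apiece, read by AlphaScreen after 30 min at room temperature.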
# HCMV inh – inhibitors of human cytomegalovirus | HFF cells, HCMV-luciferase reporter, 72 h; hits give low values | activity change, negative = inhibition, % at 57.5 µM | 410,000 compounds, 4.5% hits; in the data active = activity change below about -60%; inconclusive = no clear call, values can overlap the other calls; inactive = above about -39%; note: % is set by controls: 0 for no effect and ±100 for the full control effect
#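 Compounds were evaluated in HFFs infected with an HCMV luciferase reporter virus (MOI 1 PFU/cell). Luciferase in lysates collected 72 h post infection served as the replication measure.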
# AmpC detergent – inhibitors of E. coli AmpC beta-lactamase with detergent; P00811; 370,000 compounds, 0.041% hits; AmpC hydrolysis of nitrocefin, absorbance 480 nm, 0.01% Triton; AID 485294; Potency, µM (doses to about 114 µM), without a hit: at the top dose activity change, negative = inhibition, usual class: inhibitors;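 note: potency is the fitted concentration of half-maximal effect; 0% = no-compound wells and -100% = no-enzyme wells; nearly all actives have a fitted effect of over 25% in size; some results filed as inactive show a strong effect at the top dose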
#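 AmpC (5.3 nM in the dispensed reagent) in 20 mM phosphate pH 7.0 with 0.01% (detergent screen) or 0.0001% Triton X-100 was preincubated with compounds for 15 min at room temperature. Nitrocefin was then added from an 800 uM solution, and hydrolysis was followed at 480 nm.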
# Giardia FBPA inh – blocks Giardia fructose-bisphosphate aldolase activity. A8B2U2. purified Giardia FBPA. 290,000 compounds, 0.71% hits. AID 2451. Potency, µM (highest dose often 59.6 µM), for inactives: top-dose activity, negative = inhibition, actives largely listed as inhibitors; note: potency is the fitted concentration of half-maximal effect; % is set by controls: 0 for no effect and ±100 for the full control effect; nearly all actives have a fitted effect of over 55% in size
# Target sequence (A8B2U2 whole entry, looked up): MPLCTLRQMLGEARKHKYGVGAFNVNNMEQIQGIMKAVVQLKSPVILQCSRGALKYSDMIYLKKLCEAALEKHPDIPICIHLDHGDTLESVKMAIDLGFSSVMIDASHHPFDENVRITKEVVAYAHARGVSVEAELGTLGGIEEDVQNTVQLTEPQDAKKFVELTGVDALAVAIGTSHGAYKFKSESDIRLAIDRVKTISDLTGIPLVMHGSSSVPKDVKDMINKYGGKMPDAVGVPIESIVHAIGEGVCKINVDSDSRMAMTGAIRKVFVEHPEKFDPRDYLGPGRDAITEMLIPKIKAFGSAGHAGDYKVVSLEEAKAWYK
#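 Giardia FBPA (40 nM reagent) was preincubated 10 min at RT with compound (up to 57.5 uM final), then substrate plus GAPDH/TPI/NAD/arsenate coupling system with diaphorase/resazurin was added; resorufin fluorescence (525/598 nm) was read after 20 min.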
# CHX counter – affects cycloheximide protein synthesis inhibition readout, counter-screen | 300,000 compounds, 12% hits | max response, % | cell reporter, cycloheximide protein synthesis inhibition counterscreen | AID 2314; in the data active = max response mostly above about 13%, no sharp cut-off; inactive = mostly below about 14%; note: read at 38.3 µM for the half of the compounds with a filed dose; 0% is about no effect
# Shiga toxin inh – inhibitors of Shiga toxin in Vero cells | inhibition, % at 38.7 µM | AID 2315 | Vero cells, Shiga toxin protein synthesis inhibition reporter | 290,000 compounds, 9.2% hits; in the data active = inhibition mostly above about 28%, no sharp cut-off; inactive = mostly below about 43%; note: 0% is about no effect
# * = called active by the depositor; ? = inconclusive; · = no result given; + = active, no number; & = joins results of further samples; [ ] = another dose, or the depositor's remark. Unless noted, calls come from the whole dose curve; as a rule, active = well fitted curve in the direction sought with a large enough effect; inconclusive = small, poorly fitted or top-dose-only effect, or another doubt; inactive = no such curve, though single readings can be large; an effect the other way counts as inactive or inconclusive. Random draw from the library; 16% or so of the library scored in one or more.
Molecule	AmpC inh no detg	AMA1-RON2 inh	HCMV inh	AmpC detergent	Giardia FBPA inh	CHX counter	Shiga toxin inh
Cn1c(NC(=O)Cc2cccc3ccccc23)cc(=O)n(C)c1=O	-1%	-4%	2	0%	-4%	6	-12
Cc1cccc(N2CCN(C(=O)CSc3ccc4c(c3)OCCO4)CC2)c1C	8%	-20%	-5	0%	·	·	·
CCC(C)NC(=O)c1ccccc1-c1ccccc1C(=O)NC(C)CC (stereo not given)	120%[activator]	2%	27	3%	5%	-6	5
COc1ccc([N+](=O)[O-])cc1NC(=O)C1(c2ccccc2)CCOCC1	-16%	-4%	-6	5%	1%	16	-3
Cc1ccc2[nH]c(CNC(=O)C3CCCCC3)cc2c1	-21%	8%	33	1%	7%	12	14
CCOC(=O)c1cn(CC)c2cc(N3CCOCC3)c(F)cc2c1=O	-14%	13%	21	3%	0%	-2	10
COc1ccc(-n2ncc3c(NCC(C)C)ncnc32)cc1	-7%	27%	120	-6%	3%	15	19
CC(=O)O[C@]1(C(C)=O)CC[C@H]2[C@@H]3C=C(C)C4=CC(=O)CC[C@]4(C)[C@H]3CC[C@@]21C	130%&4%[activator]	0%	3	-13%&2%	0%&-3%	-1&1	11&-7
CCOC(=O)C1=C(Nc2ccc(C)cc2)CC(C)(O)C(C(=O)OCC)C1c1ccccc1 (stereo not given)	?	0%	71	-2%	-1%	7	-9
O=C(NCCCNC(=O)c1cnccn1)c1ccc(Cl)cc1	-11%	7%	99	?	-1%	1	-1
O=C(c1ccc2c(c1)OCO2)N1CCN(c2cccc(C(F)(F)F)c2)CC1	54%	-19%	-23	-4%	10%	-3	-4
COc1cc(/C=C/C(=O)O)cc(OC)c1	-17%	37%[activator]	·	?	-3%	-1	-6
CC(C)c1ccc(NC(=O)N2CCc3ccccc3C2)cc1	-32%	3%	48	-1%	-25%	42*	96*
COc1ccccc1N1CCN(C(=O)c2ccc(N(C)S(=O)(=O)c3ccccc3)cc2)CC1	161%[activator]	-3%	-12	4%	2%	-5	-6
Brc1ccc(-n2cc(-c3ccccc3)c3c(NN4CCOCC4)ncnc32)cc1	5%	-16%	?	-5%	4%	-2	-8
Cc1ccc(S(=O)(=O)NNC(=O)C2CCN(Cc3ccccc3)CC2)cc1	-17%	15%	26	-8%	5%	1	-16
COc1ccc(S(=O)(=O)NCCC(=O)NC2CCCCCCC2)cc1	-12%	-8%	-10	-8%	6%	3	-5
COCCCn1nnnc1SCC(=O)Nc1ccc2c(c1)OCCO2	-1%	-4%	47	-8%	-3%	9	16
Cc1ccc(-c2cc(-c3n[nH]c(=S)n3C)c3ccccc3n2)cc1	-42%	97%[activator]	?	-8%	-1%	21	46
Cc1cc(OCC#N)nc(N)n1	-8%	-2%	4	-1%	1%	-2	-5
CC(=O)c1oc2ccccc2c1NC(=O)CN1CCCCC1	-7%	22%	?	-20%	0%	8	2
COc1ccc(N2CCN(C(=O)CCC(=O)NNc3nc4ccccc4c4nc(C)nn34)CC2)cc1	85%[activator]	116%[activator]	0&-6	9%&0%	-30%	0	-7
O=C(Nc1nsc(-c2ccccc2)n1)c1ccncc1	-15%	3%	-35	-7%	4%	15*	17
C/C(=N\Nc1ccc(Cl)c(C(=O)O)c1)c1ccc2c(c1)OCO2	-25%	11%	-16	2%	-21%	88*	+
CCOc1ccccc1N1CCN(c2nc3ccccc3nc2C(C#N)C(=O)OC)CC1 (stereo not given)	-23%	4%	0	-12%	-24%	-1	-5
COc1cc(OC)c(N(C)C(=O)CCNC(=O)Cn2cnc3ccccc3c2=O)cc1Cl	44%	0%	-20&14	-6%&0%	0%	-2	-4
Cn1nc(OCC(N)=O)ccc1=O	-18%	0%	-24	-8%	0%	-1	3
CC(NC(=O)c1cc(=O)[nH]c2ccc(Br)cc12)c1ccccc1 (stereo not given)	-4%	·	-15	-2%	2%	1	-5
Cc1cccc(NC(=O)C2CCCN(c3nc(C)cc(C)n3)C2)c1 (stereo not given)	9%	1%	-16	-7%	3%	3	25
COCCN(CCOC)S(=O)(=O)c1ccc(C(=O)Nc2nnc(COC)o2)cc1	-1%	-2%	5	?	?	-6	-4
COc1ccccc1N1CCN(C2CCN(C(=O)COc3ccccc3)CC2)CC1	25%	-1%	-15	5%	?	-5	-4
O=C1c2ccccc2C(=O)N1n1cccc1	0%	0%	32	?	0%	1	12
CC(=O)Nc1ccc(S(=O)(=O)NC(CC(=O)O)c2ccc(OC(C)C)cc2)cc1 (stereo not given)	-18%	9%	-3	0%	1%	-1	36
O=S(=O)(NCc1ccco1)c1ccc(Cl)s1	-17%	-13%	-31	·	·	·	·
CNC(=O)NC(=O)C(OC(=O)Cc1cccc(C(F)(F)F)c1)c1ccccc1 (stereo not given)	-21%	-12%	-1	10%	-2%	-3	9
O=C(CSc1nnc2sc3ccccc3n12)c1ccco1	-28%	10%	13	-2%	15%	40*	100*
O=C(CSc1nc2ccccc2o1)N/N=C/c1ccc(O)c(O)c1	-42%	76%[activator]	0	-10%	-26%	22*	31*
O=C(CNS(=O)(=O)c1ccccc1)NCC(=O)OCc1ccccc1F	4%	14%	-38	-7%	18%	-1	17
N#Cc1ccccc1NC(=O)CSc1n[nH]c(=O)n1C1CC1	-17%	0%	41	·	·	·	·
O=C1C2C3C=CC(C3)C2C(=O)N1CCCCN1C(=O)C2C3C=CC(C3)C2C1=O (stereo not given)	-15%	0%	-24	?	-1%	6	11
COC(=O)C1=C(C)OC(N)=C(C#N)C1c1ccco1 (stereo not given)	-7%	24%	13	1%	-5%	-3	12
CCOC(=O)c1cc2c(=O)n3cccc(C)c3nc2n(CC(C)C)c1=NC(=O)c1ccco1	-1%	11%	8	-7%	1%	1	-3
CCCNC(=S)N(Cc1ccccc1)Cc1nc2ccccc2c(=O)[nH]1	-39%	8%	10	-1%	-6%	-1	-11
COC(=O)c1c(NC(=O)CSc2nnc(CNc3ccc(Cl)cc3)o2)sc(C)c1C	-9%	-8%	2	-2%	0%	-4	-8
CC(C)n1nnnc1SCC(=O)N(C)C1CCS(=O)(=O)C1 (stereo not given)	-15%	5%	11	·	·	·	·
Cc1ccc(SCC(=O)c2ccc(CC(=O)O)s2)cc1	20µM*	15%	42	-7%	17%	20*	24
Cc1ccc2nc3c(cc(C(=O)NCCCn4ccnc4)n3C)c(=O)n2c1	-6%	5%	0	?	0%	-3	-4
O=C(Cn1nnc(-c2ccc(Cl)cc2)n1)NC1CCS(=O)(=O)C1 (stereo not given)	-19%	-8%	-12	2%	·	·	·
CC(=O)Nc1ccc(S(=O)(=O)N2c3ccccc3NC(=O)CC2C)c(Cl)c1 (stereo not given)	-6%	2%	29	-7%	0%	0	2
CCOC(=O)C1=C(N)Oc2cc(O)ccc2C1c1cccc([N+](=O)[O-])c1 (stereo not given)	-21%	-24%	-69*	4%	-3%	-11	-13

# Filtered by structure: the entries above containing a CF3 group (two)
Molecule	AmpC inh no detg	AMA1-RON2 inh	HCMV inh	AmpC detergent	Giardia FBPA inh	CHX counter	Shiga toxin inh
O=C(c1ccc2c(c1)OCO2)N1CCN(c2cccc(C(F)(F)F)c2)CC1	54%	-19%	-23	-4%	10%	-3	-4
CNC(=O)NC(=O)C(OC(=O)Cc1cccc(C(F)(F)F)c1)c1ccccc1 (stereo not given)	-21%	-12%	-1	10%	-2%	-3	9

# Carrying on.
Molecule	AmpC inh no detg	AMA1-RON2 inh	HCMV inh	AmpC detergent	Giardia FBPA inh	CHX counter	Shiga toxin inh
Cc1ccc(Oc2nc(-c3ccccn3)nc3ccccc23)cc1	21%	16%	37	6%	2%	25*	58*
O=c1cc(CN2CCN(S(=O)(=O)c3cccc(Cl)c3)CC2)c2ccc(O)cc2o1	-51%	-8%	0	·	·	·	·
Cc1ccc(-c2nc(N)n(S(=O)(=O)c3ccc(C)cc3)n2)cc1	-21%	-6%	-4	6%	-2%	7	3
O=C(c1cccs1)c1cn(CC(=O)N2CCc3ccccc3C2)c2ccccc12	-5%	1%	-29	5%	-6%	48*	5
COc1ccc(-n2c(SCC(=O)NCc3ccco3)nc3c([nH]c4ccccc43)c2=O)cc1	-2%	7%	9&-23	-2%&-21%	3%	-1	31
CCOC(=O)NC(O)C(=O)c1cccs1 (stereo not given)	-2%	19%	17	-12%	12%	-4	18
COc1ccc(CN2CCN(C(=O)CC(C)C)CC2)cc1Br	55%	-2%	-8	-7%	?	1	-3
Cc1cc(NC(=O)c2cc3cccc([N+](=O)[O-])c3[nH]2)ccc1F	-44%	-1%	?	2%	-17%	56*	86*
CSc1ncccc1C(=O)Nc1nc(C(C)(C)C)cs1	-30%	-11%	15	1%	-4%	21*	18*
N#Cc1cccc(NC(=O)Cn2cnc(S(=O)(=O)N3CCCC3)c2)c1	-9%	1%	0	-10%	5%	12	-3
COc1ccc(NS(=O)(=O)c2cc(NC(=O)CCNC(=O)c3ccco3)ccc2OC)cc1	-32%	-5%	2	?	·	·	·
Cc1ccc(S(=O)(=O)N2CCOCC2)cc1NC(=O)COC(=O)c1n[nH]c(=O)c2ccccc12	-29%	-4%	26	-3%	1%	4	-13
COc1ccc(S(=O)(=O)N2CC(O)C[C@H]2C(=O)OCC(=O)N2CCCCCC2)cc1 (stereo not given in full)	-6%	-17%	21	-13%	-1%	-2	27
Cn1c(CCN2CCCCC2)nc2cc(NC(=O)COc3ccccc3)ccc21	-13%	-7%	-73*	?	-23%	15	12
Cc1ccc(NC(=O)COC(=O)Cc2c[nH]c3ccccc23)cc1C	-12%	0%	93	-1%	·	·	·
CCOC(=O)c1cnn(-c2cc(Oc3ccccc3C)ncn2)c1N	-12%	-2%	?	-11%	0%	-2	-5
CNS(=O)(=O)c1cccc(C(=O)OCC(=O)Nc2ccc(N3CCCCC3)cc2)c1	-19%	3%	4	4%	-3%	17	26
CCOC(=O)C(C)Sc1nc2c(c(=O)[nH]c(=O)n2C)n1Cc1ccc(Cl)cc1 (stereo not given)	40%	-11%	43	?	11%	-2	-9
CCN(CC(=O)Nc1cc(Cl)ccc1Cl)C(=O)c1ccc(-n2cccn2)cc1	2%	4%	?	7%	·	·	·
Cc1cccc(C(=O)OCC(=O)Nc2nnc(-c3ccccc3)o2)c1O	-28%	86%[activator]	2	-17%	·	·	·
C=CCn1c(N/N=C/c2ccc(O)cc2)nc2ccccc2c1=O	-42%	72%[activator]	-65*	4%	-12%	36*	153*

# Single records (already shown):
# `CCOC(=O)c1cnn(-c2cc(Oc3ccccc3C)ncn2)c1N` in the list: AmpC inh no detg = -12%; AMA1-RON2 inh = -2%; HCMV inh = ?; AmpC detergent = -11%; Giardia FBPA inh = 0%; CHX counter = -2; Shiga toxin inh = -5
# `COc1ccc(NS(=O)(=O)c2cc(NC(=O)CCNC(=O)c3ccco3)ccc2OC)cc1` in the list: AmpC inh no detg = -32%; AMA1-RON2 inh = -5%; HCMV inh = 2; AmpC detergent = ?; Giardia FBPA inh = ·; CHX counter = ·; Shiga toxin inh = ·
